# Compound activity from PubChem.
# DT40 TDP1 CPT: qHTS for Inhibitors of human tyrosyl-DNA phosphodiesterase 1 (TDP1): qHTS in cells in presence of CPT; chicken DT40 Tdp1-/-;hTDP1 cells + 20 nM CPT, ATP luminescence, 48 h; 420,000 tested, 12% active; Potency, µM (titrated, usually from 46.2 µM), for the others: top-dose activity change, negative = growth inhibition, actives largely listed as inhibitors; AID 686979, 2013; also: nearly all actives have a fitted effect of over 55% in size
#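 Cell growth measured by CellTiter-Glo luminescence after a minimum 48 h, 37 C compound exposure with 20 nM CPT in Tdp1-knockout DT40 cells stably expressing hTDP1, seeded 400/well; qHTS titration format.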
# N370S GC: qHTS Assay for Inhibitors and Activators of N370S glucocerebrosidase as a Potential Chaperone Treatment of Gaucher Disease. Lysosomal acid glucosylceramidase (Homo sapiens), P04062. N370S GC spleen homogenate, 4MU-glucoside fluorescence. Potency, µM (doses to about 59.4 µM), inactives show at the highest dose activity change, negative = inhibition, hits mostly inhibitors. 330,000 tested, 0.092% active;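 also: 0% = full enzyme activity and -100% = no enzyme basal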
# FEN1 inhibitor: qHTS Assay for the Inhibitors of Human Flap endonuclease 1 (FEN1); 390,000 tested, 0.35% active; Potency, µM (doses to about 114 µM), for inactives: at the top dose activity change, negative = inhibition, most hits filed as inhibitors; AID 588795, 2011; Recombinant FEN1 flap cleavage, fluorescence, 15 min; also: nearly all actives have a fitted effect of over 65% in size
# Target sequence (P39748 whole entry, looked up): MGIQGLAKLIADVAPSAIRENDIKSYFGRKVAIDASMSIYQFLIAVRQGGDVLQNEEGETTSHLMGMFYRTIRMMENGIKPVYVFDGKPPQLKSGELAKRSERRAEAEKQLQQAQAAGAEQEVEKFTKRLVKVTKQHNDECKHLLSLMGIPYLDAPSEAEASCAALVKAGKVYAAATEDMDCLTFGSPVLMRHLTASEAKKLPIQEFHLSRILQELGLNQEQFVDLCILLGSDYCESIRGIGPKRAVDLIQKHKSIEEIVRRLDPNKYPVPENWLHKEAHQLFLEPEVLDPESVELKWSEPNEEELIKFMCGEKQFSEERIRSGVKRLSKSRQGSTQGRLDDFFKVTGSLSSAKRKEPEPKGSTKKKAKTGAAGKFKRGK
#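 Quantitative HTS format: each compound was titrated, incubated with 10 nM nuclease for 15 min at room temperature, then challenged with flap substrate at 50 nM final. Signal change over 15 min gave concentration–effect curves.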
# * = called active by the depositor; ? = inconclusive; . = not tested or not shown; & = joins results of further samples; [ ] = remark or other dose. Calls follow the shape of the dose curve; as a rule, active = well fitted curve in the direction sought with a large enough effect; inconclusive = small, poorly fitted or top-dose-only effect, or another doubt; inactive = no such curve, though single readings can be large; an effect the other way counts as inactive or inconclusive. Unless noted, % is scaled to controls: 0 for no effect and ±100 for the full control effect; potency is read from the fitted curve at half-maximal effect. This is a subset; the hit share may differ from the screen's.
SMILES,DT40 TDP1 CPT,N370S GC,FEN1 inhibitor
COc1ccc(C2CC(c3c(Cl)cccc3Cl)n3nc(N)nc3N2)cc1 (stereo unspecified),-15%,-4%,3%
CCC(C)(C)NC(=O)C(c1cccn1C)N(Cc1ccc(C)cc1)C(=O)Cn1nnc2ccccc21 (stereo unspecified),?,12%,-1%
COc1ccc(-c2ccc3c(c2)S(=O)(=O)c2cccc(C(=O)N4CCN(c5c(Cl)cncc5Cl)CC4)c2C3=O)cc1OC,5.8µM*,.,13%
COc1ccc(NC(=O)COC(=O)Cc2c(F)cccc2Cl)cc1,-19%,3%,7%
COc1cccc(CC2(CO)CCCN(Cc3cn[nH]c3C3CCCCC3)C2)c1 (stereo unspecified),-30%,0%,-13%
NNC(=S)NCc1ccco1,15%,2%,2%
COc1ccc(Cn2c(=O)c3cccnc3n(CC(=O)Nc3c(C)cc(C)cc3C)c2=O)cc1,?,.,1%
Cc1noc(C)c1S(=O)(=O)N(C)Cc1ccccc1,-6%,9%,2%
CN(CC(=O)NCCc1ccc(F)cc1)Cc1cccc(Cl)c1,-17%,4%,-9%
O=[N+]([O-])c1ccc(N2CCN(c3ccccc3O)CC2)cc1,5%,-1%,1%
Cc1nn2c(=O)cc(COC(=O)COc3ccccc3C)nc2s1,-8%,.,22%
CCNCCC(=O)N1c2ccccc2Sc2ccc(NC(=O)OCC)cc21,?,-15%,-6%
O=C(c1ccccc1)c1ccc2nc(Nc3cc(Cl)ccc3O)c3nncn3c2c1,?,.,7%
CC1(c2ccccc2)NC(=O)N(CC(=O)Nc2ccccc2C(=O)N2CCCCC2)C1=O (stereo unspecified),1%,-1%,-11%
Cc1nc2ccn(Cc3cccs3)c(=O)c2cc1C(=O)N1CCN(c2ccccc2)CC1,?,.,13%
Cn1nc(C(=O)OCC(=O)Nc2ccc3ccccc3c2)c2ccccc2c1=O,1%,1%,2%
COc1ccc(/C(O)=C2/C(=O)C(=O)N(CC3CCCO3)C2c2cccc(O)c2)cc1 (stereo unspecified),-8%,-6%,9%
O=C(COC(=O)Cc1ccccc1F)NNC(=O)c1ccc(Cl)cc1,-7%,-7%,-3%
COc1ccccc1NC(=O)C1=C(C)NC(=O)NC1c1ccc(C)s1 (stereo unspecified),3%,2%,5%
Cc1ccc(S(=O)(=O)N2CCN(C(=O)c3ccccc3-c3nc4ccccc4s3)CC2)c(C)c1,?,-1%,0%
COc1ccc(CNC(=O)C2CCN(C(=O)N3CCOc4ccc(C)cc43)CC2)cc1,-23%&0%,-9%,3%&-5%
COc1cc(NC(=O)CN2C(=O)COc3ccc(S(=O)(=O)NC4CCCC4)cc32)cc(OC)c1,-2%,.,6%
CC(C)CC(=O)Nc1c2c(nn1-c1ccc(F)cc1)CS(=O)(=O)C2,31%[activator],4%,-5%
Cc1ccc(CSc2ncc(Cl)c(C(=O)Nc3nnc(C)s3)n2)cc1,-6%,.,-1%
CCn1c(SCC(N)=O)nc2c(c1=O)C1(CCCC1)Cc1ccccc1-2,-17%,16%,-19%
CCOc1ccc(CCNC(=O)Cn2c(-c3cccs3)cc3ccccc32)cc1,?,.,-1%
O=C(Cc1ccccc1)NCC1OCCc2ccccc21 (stereo unspecified),23%,7%,0%
Cc1cc(C)c2cc(CN(Cc3nnnn3Cc3ccc(F)cc3)C3CCCC3)c(=O)[nH]c2c1,15µM*,-5%,-9%
CCOC(=O)N1CCC(NC(=O)c2ccc(CNS(=O)(=O)c3ccc(F)cc3)cc2)CC1,-13%,2%,6%
O=C(CCCC(=O)N(CC(=O)NC1CCCCC1)c1cccc(F)c1)Nc1ccccn1,0%,6%,15%
Cc1ccc(C(=O)COC(=O)c2cc(-c3ccc(Cl)cc3)nc3ccccc23)cc1,10µM*,.,10%
Cc1ccc(C(C)C)c(OCC(=O)NC(=S)Nc2ccccc2N2CCOCC2)c1,23µM*,1%,-1%
Cc1c(C(O)CN2CCC(C(N)=O)CC2)c2ccccc2n1C (stereo unspecified),-28%,-20%,-1%
Cc1ccc(Sc2c(C)nn(-c3ccccc3)c2OC(=O)CC(C)C)cc1,-6%,.,7%
Cc1ccc(NC(=O)CCC(=O)N/N=C/c2ccco2)c(C)c1,18%,-1%,-2%
Cc1cc(S(=O)(=O)Nc2c(NC3CCCCC3)c3ccccc3oc2=O)ccc1F,-22%,28%,-5%
COc1ccc(-n2nc(C(=O)Nc3cc(C)ccn3)c3c4ccccc4n(C)c3c2=O)cc1,-11%,.,6%
CCOC(=O)CC(=O)CSc1nc2c(c(C)c1C#N)CCC2,15µM*,16%,-3%
CC(=O)Nc1ccc(NC(=O)COc2c(C)cc(Br)cc2C)cc1,-5%,2%,2%
Cc1cc(Oc2ccc(Cl)cc2)nc(SCC(=O)c2ccccc2)n1,23µM*,18%,-2%
CN(CCc1ccccc1)C(=O)c1cccc(NC(=O)Cc2cccc(NC(=O)C3CCN(C(=O)C4CCC4)CC3)c2)c1,?,.,-5%
CCOC(=O)C1CCN(C(=O)C2(NC(=O)Nc3ccccc3Cl)CCCCC2)CC1,-13%,6%,6%
O=C(COC(=O)C1CC1)NCCc1ccc(Cl)cc1,5%,-10%,-9%
Cc1cc(C)n2nc(C(=O)OCC(=O)N(Cc3ccccc3)C(C)C)nc2n1,6%,-5%,14%
O=C(COC(=O)/C=C/c1ccco1)NCc1ccc2c(c1)OCO2,12%,-6%,-6%
Cc1ccc(C(=O)Cn2cccn2)cc1,-1%,2%,-3%
Cc1c(C(=O)Nc2c3c(nn2C(C)(C)C)CS(=O)(=O)C3)cccc1[N+](=O)[O-],?,-13%,3%
CC(=O)c1[nH]c(C)c(C(C)=O)c1C,3%,2%,-3%
O=C(c1cnn2c1NC(c1ccc(Br)cc1)CC2C(F)(F)F)N1CCN(C23CC4CC(CC(C4)C2)C3)CC1 (stereo unspecified),?,-7%,-18%
CC1CCCN(S(=O)(=O)c2ccc(C(=O)Nc3ccccc3-c3nc4ccccc4[nH]3)cc2)C1 (stereo unspecified),18µM*,8%,2%
COc1ccc(N2CCN(c3ccc(C(N)=O)cc3[N+](=O)[O-])CC2)cc1,?,-29%,-2%
CCC(C(=O)NC1CCCC1)N(C(=O)Cn1nnc(-c2ccc(C)o2)n1)c1cccc(O)c1 (stereo unspecified),-3%,-8%,0%
COc1ccc(C(=O)N/N=C(\C)CC(=O)Nc2ccc3c(c2)OCCO3)c(OC)c1,22%,-9%,-12%
COc1ccc(-n2c3c(c(=O)[nH]c2=O)C(C(F)(F)F)(C(F)(F)F)N=C(CC(C)C)N3)cc1,-25%,1%,6%
COc1ccc(CCNC(=O)COC(=O)/C=C/c2ccc(OC)cc2OC)cc1,?,.,-6%
Cc1ccc(-c2nnc(-c3cccc(NC(=O)c4cccs4)c3)o2)cc1,?,11%,-14%
Cc1ccc(OCCC(=O)OCC(=O)N2CCN(S(=O)(=O)c3ccc(C)cc3)CC2)cc1,-9%,-7%,-17%
Cc1ccc([N+](=O)[O-])c(NC(=O)COC(=O)C2CC3CCCC(C2)C3=O)c1C (stereo unspecified),8%,-1%,-16%
Cc1cc(C)nc(/N=C(\N)Nc2ccc(S(=O)(=O)O)cc2)n1,0%,-8%,14%
O=[N+]([O-])c1ccc(NC(=S)N2CCc3ccccc32)cc1,-15%,2%,-17%

# (listing goes on)
SMILES,DT40 TDP1 CPT,N370S GC,FEN1 inhibitor
COc1ccc2c(OC)cc(=O)n(C)c2c1,3%,-1%,7%
C/C(Cn1cnc([N+](=O)[O-])n1)=N\NC(=O)c1ccccc1O,5%,-5%,-3%
CC(=O)Nc1nc(NC(=O)/C=C/c2ccccc2)n(-c2ccccc2)n1,12µM*,-5%,-6%
COc1ccc2c(c1OC)C(=O)OC2Nc1nc2ccccc2s1 (stereo unspecified),3%,6%,-4%
O=C(O)c1cccc(NS(=O)(=O)c2cccc3cccnc23)c1,-13%,4%,20%
CCOC(=O)c1sc(NC(=O)CSc2nc3cccnc3n2C)nc1C,5%,-8%,-3%
CN(c1ccc(C(=O)N2CCN(Cc3ccc4c(c3)OCO4)CC2)cc1)S(C)(=O)=O,-8%,0%,-8%
Cc1ccccc1/C=N/Nc1nc2ccccc2[nH]1,?,-14%,9%
O=C(N/N=C\c1cccnc1)c1ccc(Br)s1,?,5%,-3%
COc1cc(S(=O)(=O)NCc2cccnc2)c(OC)cc1Br,6%,7%,-11%
CCCSc1nnc(CSc2nc(C)cc(C)n2)n1C,-6%,-1%,4%
CCOC(=O)C(CSCC(=O)c1ccc(Cl)cc1Cl)NC(=O)OC(C)(C)C (stereo unspecified),0%,15%,-17%
CC(=O)Nc1cccc(C(=O)NC(C)c2ccc(-n3ccnc3)cc2)c1 (stereo unspecified),1%,-13%,-15%
CC(C)[C@H](NC(=O)NCc1ccc(F)cc1)C(=O)O,4%,-23%,3%
CCc1ccc(NC(=S)N2CCC(NC(=O)c3ccccc3OC)CC2)cc1,-4%,0%,-5%

# In the list so far, these contain a CF3 group:
SMILES,DT40 TDP1 CPT,N370S GC,FEN1 inhibitor
O=C(c1cnn2c1NC(c1ccc(Br)cc1)CC2C(F)(F)F)N1CCN(C23CC4CC(CC(C4)C2)C3)CC1 (stereo unspecified),?,-7%,-18%
COc1ccc(-n2c3c(c(=O)[nH]c2=O)C(C(F)(F)F)(C(F)(F)F)N=C(CC(C)C)N3)cc1,-25%,1%,6%

# Remaining list, next part
SMILES,DT40 TDP1 CPT,N370S GC,FEN1 inhibitor
CCOC(=O)c1ccccc1S(=O)(=O)N1CCN(c2nc(-c3cccs3)nc3ccccc23)CC1,11µM*,.,-14%
Cc1ccc(NC(=O)CNC(=O)Cn2c(C)cc3ccccc3c2=O)cc1F,-8%,.,23%
CCc1nc(SCC(=O)O)c(C#N)cc1C,4%,-3%,-2%
Cc1cccc(NC(=O)CSc2nc(=O)n3ccccc3n2)c1C,2%,-4%,-2%
Cc1oc2c(c1C(=O)Nc1ccc(F)c(F)c1)C1=NCCN1C=N2,-15%,.,-6%
CC(=O)c1nnn(-c2nc(C#N)nc(N3CCOCC3)n2)c1C,-1%,.,?
Nc1c(N(CCC2=CCCCC2)C(=O)c2ccco2)c(=O)[nH]c(=O)n1Cc1ccccc1,?,-7%,0%
O=C(/C=C/c1cccc([N+](=O)[O-])c1)N1CCN(c2ccccn2)CC1,-6%,-4%,17%
O=C(c1ccccn1)N1CCCC(N2CCN(c3ccc(F)cc3)CC2)C1 (stereo unspecified),1%,0%,-5%
Cc1ccc2ncccc2c1NS(=O)(=O)c1ccccc1,-11%,-12%,-8%
Cc1ccccc1C(=O)Nc1ccc2c(c1)OCO2,-30%,3%,1%
COc1cc(OC)cc(C(=O)NC(C(=O)Nc2ccc3c(c2)OCCO3)C(C)C)c1 (stereo unspecified),-19%,.,6%
O=C(CCCN1C(=O)/C(=C/c2ccccc2Cl)SC1=S)N1CCOCC1,?,-7%,-15%
CCc1cnc2c(c1SCC(=O)NCc1ccccc1Cl)c(=O)n(C)c(=O)n2C,1%,.,2%
CN(C)S(=O)(=O)c1ccc(NC(=O)C2CCCN(C(=O)c3ccc(Cl)cc3)C2)cc1 (stereo unspecified),?,11%,-9%
C=CCN1C=C2C(=O)C(C)(OC(=O)CCc3ccccc3)C(=O)C=C2C=C1c1ccc(C#N)cc1 (stereo unspecified),?,-4%[12.8 µM],-17%

# Of the compounds above, 14 have fluorine:
SMILES,DT40 TDP1 CPT,N370S GC,FEN1 inhibitor
COc1ccc(NC(=O)COC(=O)Cc2c(F)cccc2Cl)cc1,-19%,3%,7%
CN(CC(=O)NCCc1ccc(F)cc1)Cc1cccc(Cl)c1,-17%,4%,-9%
O=C(COC(=O)Cc1ccccc1F)NNC(=O)c1ccc(Cl)cc1,-7%,-7%,-3%
CC(C)CC(=O)Nc1c2c(nn1-c1ccc(F)cc1)CS(=O)(=O)C2,31%[activator],4%,-5%
Cc1cc(C)c2cc(CN(Cc3nnnn3Cc3ccc(F)cc3)C3CCCC3)c(=O)[nH]c2c1,15µM*,-5%,-9%
CCOC(=O)N1CCC(NC(=O)c2ccc(CNS(=O)(=O)c3ccc(F)cc3)cc2)CC1,-13%,2%,6%
O=C(CCCC(=O)N(CC(=O)NC1CCCCC1)c1cccc(F)c1)Nc1ccccn1,0%,6%,15%
Cc1cc(S(=O)(=O)Nc2c(NC3CCCCC3)c3ccccc3oc2=O)ccc1F,-22%,28%,-5%
O=C(c1cnn2c1NC(c1ccc(Br)cc1)CC2C(F)(F)F)N1CCN(C23CC4CC(CC(C4)C2)C3)CC1 (stereo unspecified),?,-7%,-18%
COc1ccc(-n2c3c(c(=O)[nH]c2=O)C(C(F)(F)F)(C(F)(F)F)N=C(CC(C)C)N3)cc1,-25%,1%,6%
CC(C)[C@H](NC(=O)NCc1ccc(F)cc1)C(=O)O,4%,-23%,3%
Cc1ccc(NC(=O)CNC(=O)Cn2c(C)cc3ccccc3c2=O)cc1F,-8%,.,23%
Cc1oc2c(c1C(=O)Nc1ccc(F)c(F)c1)C1=NCCN1C=N2,-15%,.,-6%
O=C(c1ccccn1)N1CCCC(N2CCN(c3ccc(F)cc3)CC2)C1 (stereo unspecified),1%,0%,-5%
